# Screening results deposited in PubChem by NCI.
# Growth percent in the NCI-60 one-dose screen (48 h, 10 µM unless noted): 100 = growth as untreated, 0 = no growth, -100 = all killed.
# T-47D – T-47D breast cancer; 79,000 tested, 5% active
# BT-549 – BT-549 breast cancer. 78,000 tested, 4.4% active
# SK-MEL-5 – SK-MEL-5 melanoma; 80,000 tested, 6.4% active
# MDA-MB-435 – MDA-MB-435 melanoma. 82,000 tested, 7.8% active. AID 1794794
# SK-MEL-28 – SK-MEL-28 melanoma; 81,000 tested, 4.1% active
# HS 578T – HS 578T breast cancer. 78,000 tested, 4.1% active
# LOX IMVI – LOX IMVI melanoma. 79,000 tested, 7.4% active
# SK-MEL-2 – SK-MEL-2 melanoma. 77,000 tested, 4.7% active. AID 1794763
# An asterisk follows results filed as active; nt = not tested or not shown; & = joins results of further samples. The calls were made as follows: active = growth percent below 10; inactive = the rest. An unsorted share of the library; overall some 12% were active at least once.
SMILES,T-47D,BT-549,SK-MEL-5,MDA-MB-435,SK-MEL-28,HS 578T,LOX IMVI,SK-MEL-2
COc1ccc(-c2nc(-c3nc4ccc(C(F)(F)F)cc4[nH]3)c3ccccn23)cc1,27.3,70.7,46.5,60.7,85.2,97.4,60.5,51.0
CC(C)(C)c1cc(/C=C2\SC(=NCCCO)NC2=O)cc(C(C)(C)C)c1O,66.7,82.9,70.9,93.8,93.2,96.6,83.2,92.7
O=C(NCCCCC(NC(=O)c1ccccc1)C(=O)O)OCc1ccccc1 (centres undefined),92.5,96.7,104.5,109.4,109.4,115.5,96.1,nt
C1=C(c2ccccc2)C2CCCCC2C1 (centres undefined),104.0,109.5,116.6,109.8,120.1,117.8,98.4,96.1
C=CCCC(=O)CC(=O)OCC,108.0,94.1,108.4,108.1,114.5,102.3,109.3,100.1
O=S(=O)(NCCCNc1nccc(-c2c(-c3ccc(F)c(O)c3)nc3sccn23)n1)c1ccccc1,64.8,91.1,51.1,29.3,24.1,72.8,18.0,24.9
CC(C)CC(NC(=O)C(Cc1ccccc1)NC(=O)C1CCCN1C(=O)OCc1ccccc1)C(=O)OC(C)(C)C (centres undefined),93.7,103.1,99.8,103.1,106.3,106.4,102.0,nt
N#Cc1c(-c2ccc(Cl)cc2Cl)c2c(N)nn(-c3ccccc3)c2oc1=O,84.7,103.9,101.6,103.2,108.0,105.4,nt,108.1
CC(=O)OCC(=O)[C@@]1(O)CC[C@H]2[C@@H]3CC=C4C=C(OCc5ccccc5)CC[C@]4(C)[C@H]3C(=O)C[C@@]21C,108.7,113.1,111.2,103.5,116.8,nt,100.9,130.6
Cc1ccc(C(=O)NCCCNc2nccc(-n3ccc4cccnc43)n2)cc1,90.6,nt,99.5,104.0,106.3,101.1,97.0,105.2
Cc1c(Cl)cccc1NC(=S)NC(=O)/C=C/c1ccccc1,102.0,103.9,93.9,88.8,99.1,105.1,97.9,110.8
CC(=O)Nc1ncc2c(n1)-c1ccc(C(=O)OC(C)C)n1CCC2,nt,100.4,99.9,104.0,114.8,93.8,97.9,105.7
COc1cc(C(=O)N/N=C/c2ccc(N(C)C)cc2)cc(OC)c1OC,63.3,-2.9*,7.5*,-11.9*,53.8,46.4,20.5,nt
CCCCC(CC)C(O)CC(C)=O (centres undefined),98.0,106.8,103.9,110.7,107.5,101.6,94.1,125.2
CCCCCCCCCCCCCCCC(=O)OCCCCCCCCCCC,107.4,109.8,111.7,108.4,123.1,101.4,107.6,115.3
COc1cc(CNC(=O)CCSc2nc3ccccc3c(=O)n2Cc2cc(OC)c(OC)c(OC)c2)cc(OC)c1OC,29.3,48.3,12.6,-28.7*,55.8,57.4,44.6,-9.2*
Cc1c2ccncc2c(C)c2c1c1cc(CO)ccc1n2C,-17.1*,10.7,6.3*,6.7*,5.5*,24.3,-21.0*,-7.5*
O=C1NN(C(=O)c2ccc(Cl)cc2)C(c2ccccc2)=N/C1=C\c1cn(-c2ccccc2)nc1-c1ccccc1,90.4,101.3,79.9,71.4,94.8,94.8,97.6,nt
Cc1nc2c(c(=O)[nH]1)OCN(Cc1ccccc1)C2,97.8,102.3,102.4,112.4,105.3,109.3,101.2,130.2
NC(N)=Nc1cc2ccccc2c2ccccc12,88.1,81.2,85.9,84.8,88.3,96.4,74.9,107.7
CCO/C=N/C1=C(C#N)C(c2ccc(OC)cc2)c2c(c3cc(C)ccc3[nH]c2=O)O1 (centres undefined),99.0,105.2,100.4,102.0,106.6,109.4,99.4,107.0
CC(C)(C)c1nc(N)c2c(Nc3ccc(Cl)cc3)[nH]nc2n1,86.9,104.3,90.0,93.5,91.9,110.0,110.7,107.1
C=CCC(CCC(CC=C)C(=O)OCC)C(=O)OCC (centres undefined),104.7,96.3,107.7,104.4,91.1,107.3,92.1,106.5
CC(CO)(CO)c1ccccc1,104.3,105.0,99.6,100.3,109.0,108.7,97.9,101.8
CC(=O)Oc1cccc(S(=O)(=O)n2cc(C(=O)C(=O)Nc3ccncc3)c3ccccc32)c1,73.6,83.8,73.5,38.5,104.2,98.5,86.6,nt

# Later entries:
SMILES,T-47D,BT-549,SK-MEL-5,MDA-MB-435,SK-MEL-28,HS 578T,LOX IMVI,SK-MEL-2
Cc1cnc2cc(Cl)ccc2c1Cl,101.4,85.2,108.6,122.8,109.6,119.0,100.0,117.2
CC(C)OC(=O)c1cc(NC(=S)OC(C)C)ccc1Cl,58.3,179.6,44.0,97.0,100.6,-29.0*,93.4,96.4
CC12CCC(C1)C(C)(C)/C2=N\N=C(N)N (centres undefined),120.0,103.8,nt,100.7,108.4,99.0,100.3,131.5
Cn1c2ccccc2c2c3c(=O)[nH]c(N)nc3c3c4ccccc4n(CCCCCC#N)c3c21,52.0,61.0,53.7,82.1,100.2,91.1,70.3,81.4
CS(=O)(=O)c1ccc(-c2cnc(N)c(-c3ccc(C(F)(F)F)nc3)n2)cc1,104.1,101.0,102.6,105.9,119.2,102.3,100.4,115.7
C=C1C(=O)O[C@H]2[C@H]1CC/C(COC(=O)CCCCCCC(=O)OC/C1=C/CC[C@@]3(C)O[C@H]3[C@H]3OC(=O)C(=C)[C@@H]3CC1)=C\CC[C@@]1(C)O[C@@H]21,-18.1*,49.4,36.5,40.4,48.8,27.2,-10.8*,84.6
CC1(C)S(=O)(=O)OCCOS1(=O)=O,nt,100.4,93.6,102.9,111.6,105.7,95.2,115.0
Clc1ccc(CSc2ncnc3nc[nH]c23)cc1,69.0,85.8,95.9,79.4,104.3,103.0,89.4,83.0
CCOc1ccccc1/C=N\NC(=O)c1cccc2ccccc12,91.2,105.4,101.1,105.4,106.8,97.0,98.8,102.0
CC(=O)c1c(C)nc2ccccc2c1/C=C/c1cccc(C)c1,38.6,64.2,54.3,5.8*,75.0,62.5,42.0,36.2
Cc1c(C#N)cccc1NN,104.0,118.4,107.4,127.6,104.8,128.2,105.4,112.2
COc1cc(-c2nn(C(C)(C)C)cc2-c2ccnc(NCCCNS(=O)(=O)c3ccc(F)cc3)n2)ccc1F,70.2,103.4,86.0,49.5,105.4,92.5,89.3,106.2
NS(=O)(=O)Oc1ccc(NC(=O)NC23CC4CC(CC(C4)C2)C3)cc1,82.2,99.9,99.9,100.6,102.5,99.4,94.8,100.1
O=C(O)C1CC1c1ccc(Cl)cc1 (centres undefined),102.2,109.0,104.3,108.5,110.2,102.0,106.4,98.0
O=C(O)c1cn(C2CC2)c2cc(N3CCN(C(=O)CN4C(=O)S/C(=C/c5ccc(Cl)cc5)C4=O)CC3)c(F)cc2c1=O,110.9,95.2,105.5,105.2,107.2,102.2,100.9,103.7
CCC(CCOc1ccccc1)(C(=O)O)C(=O)O,100.5,103.4,104.8,110.0,98.6,108.3,101.6,91.1
COc1ccc(-c2nc3ccc(C(=O)N=Nc4c(O)[nH]c5ccc(Cl)cc45)cc3[nH]2)cc1,118.5,133.2,93.4,126.9,123.9,123.2,110.6,140.3
O=C(O)c1ccc2c(c1Sc1ccccc1)C(=O)c1ccccc1C2=O,98.6,83.8,93.6,73.1,138.7,114.2,89.5,90.5
CC(=O)NCCCC[C@@H](NC(=O)OC(C)(C)C)C(=O)Nc1ccc(Cn2cc(F)c(=O)[nH]c2=O)cc1,98.5,110.1,109.2,102.9,109.5,106.5,104.2,107.3
Cc1cc2c(c(C)c1Cl)C(=O)/C(=C/c1ccc(F)cc1)O2,55.5,98.3,94.4,98.9,99.8,94.1,92.3,101.6
COc1ccc(C2C(C#N)=C(N)Oc3cc(O)ccc32)cc1OC (centres undefined),109.3,115.8,99.5,103.6,119.5,97.5,104.4,92.1
Clc1ccc(-c2cnnn2-c2nonc2-n2cccc2)cc1,98.9,nt,96.6,104.7,105.5,nt,97.7,108.8
CCCCCCC(C)C(CC)(C(=O)OCC)C(=O)OCC (centres undefined),96.3,109.7,101.1,113.5,111.7,98.4,94.1,113.2
COC1=CC(=O)OC(c2ccc(OC)cc2)C1 (centres undefined),100.9,104.8,105.9,113.7,123.2,110.7,94.9,98.9
CCN(CC)CCCC(C)Nc1c(C)cnc2c(OC)cccc12 (centres undefined),109.6,98.2,109.3,103.5,109.5,105.7,98.8,118.4

# Additional results:
SMILES,T-47D,BT-549,SK-MEL-5,MDA-MB-435,SK-MEL-28,HS 578T,LOX IMVI,SK-MEL-2
O=C(NCCN1CCC(O)CC1)c1cc2c(o1)C(=O)c1ccccc1C2=O,-44.6*,-94.4*,-99.2*,-91.8*,-74.3*,-27.4*,-89.3*,-66.1*
Brc1c(-c2ccncc2)nc2sccn12,104.1,95.2,96.8,97.3,135.0,90.9,97.1,86.3
CCOc1cc2c(c(OC)c1OCC)C(=O)N[C@@H]1[C@@H](O)[C@@H](O)[C@H](O)C[C@@H]21,96.3,100.6,102.4,107.3,105.3,99.8,98.4,109.7
O=C1NC(SCc2ccccc2)=N/C1=C/c1cccc(OCc2ccc(Cl)cc2)c1,86.4,99.5,100.9,96.5,99.1,100.0,84.5,100.2
Cn1cc(-c2nc(-c3c[nH]c4ncccc34)cs2)c2ccccc21,29.1,82.9,94.2,36.5,104.6,103.4,nt,87.0
O=C(NCCC1CNC2CCCCC12)C1CCN(C(=O)C2CCC(F)CC2)CC1 (centres undefined),96.6,109.2,103.1,101.8,109.3,99.6,91.1,118.8
C=CCn1c(C)nc2cc(Nc3nc(N4CCCC4)nc4ccccc34)ccc21,104.7,96.9,62.4,92.4,80.1,86.8,2.4*,108.8
O=C1c2ccccc2-n2c(noc2=S)[C@@H]2CCCN12,91.4,93.1,82.1,104.6,104.3,96.8,92.1,94.3
COc1ccccc1\C=N/N=C(N)/C(N)=N\N=C/c1ccccc1OC,113.5,97.4,nt,97.0,107.9,122.2,107.8,113.8
[O-][n+]1cc(Cl)cc(Cl)c1,106.0&115.5,107.7&112.0,100.5&100.2,107.9&97.8,107.1&95.4,104.0&118.0,99.5&102.3,111.5&103.3
Cc1ccc(S(=O)(=O)NC(=O)n2ccc3c(N(C)C)ccnc32)cc1,105.3,96.8,103.3,104.9,110.3,114.8,106.2,99.1
O=C(Nc1ccc(Br)cc1)c1ccc(Cl)c(Cl)c1,5.7*,60.6,49.4,31.4,73.0,79.6,33.3,101.8
CCCCCCNC(=O)Oc1ccc(/C(=C(\C)c2ccc(Cl)cc2)c2ccc(OCCN(C)C)cc2)cc1,54.8,77.4,47.9,85.3,75.0,80.6,-67.8*,98.0
O=C1/C(=C\c2cnc3ccccc3n2)SC(=S)N1CCc1ccc(O)cc1,80.2,94.1,101.7,101.3,116.0,106.8,nt,105.7
COc1cc(C(=O)N(C)C2CCCCC2)cc(OC)c1OC,92.7,132.8,nt,103.3,96.0,96.3,97.7,101.6
Clc1cccc(Cl)c1/C=C/c1cc(/C=C/c2c(Cl)cccc2Cl)[nH]n1,57.0,30.7,22.9,-50.0*,46.2,45.5,46.3,32.4
O=C1/C(=C/c2cccc(OCc3ccccc3Cl)c2)N=C2OCCCN12,86.6,95.4,95.3,91.7,95.2,98.0,94.0,93.2
CCN(CC)CCCCNc1c2ccc(Cl)cc2nc2ccc(OC)cc12,-16.9*,-29.5*,nt,-89.2*,-82.5*,-23.2*,-57.3*,2.1*
O=C(O)CSc1ccc(NC(=O)Nc2ccccc2F)cc1,100.1,114.9,98.4,109.0,128.4,261.2,108.3,103.9
O=c1[nH]cnn1-c1ccccc1,nt,102.7,112.3,107.7,101.0,108.2,nt,99.4
C=C(C)[C@@H]1CC[C@]2(C(=O)O)CC[C@]3(C)[C@H](CC[C@@H]4[C@@]5(C)C[C@@H](CC#Cc6ccc(C(F)(F)F)cc6)[C@H](O)C(C)(C)[C@@H]5CC[C@]43C)[C@@H]12,19.0,36.7,-32.9*,-31.8*,-40.8*,24.1,-53.5*,-27.0*
CCCCOc1nc2cc(Cl)ccc2cc1-c1cc(-c2ccc(F)cc2)nc(-c2ccc(F)cc2)c1,92.8,101.1,103.5,103.6,100.5,101.9,97.3,121.6
COc1cc(CNC(=O)/C=C/c2ccccc2)ccc1OCc1cn(-c2ccccc2[N+](=O)[O-])nn1,83.4,102.4,95.0,101.0,105.9,105.0,97.2,110.1
CCN(CC)c1ccc(Nc2ccc(CC(=O)c3ccccc3)cc2)cc1,74.3,82.4,79.9,80.2,98.5,81.1,91.3,81.7

# Five successive compounds already listed, for reference:
SMILES,T-47D,BT-549,SK-MEL-5,MDA-MB-435,SK-MEL-28,HS 578T,LOX IMVI,SK-MEL-2
O=C(NCCN1CCC(O)CC1)c1cc2c(o1)C(=O)c1ccccc1C2=O,-44.6*,-94.4*,-99.2*,-91.8*,-74.3*,-27.4*,-89.3*,-66.1*
Brc1c(-c2ccncc2)nc2sccn12,104.1,95.2,96.8,97.3,135.0,90.9,97.1,86.3
CCOc1cc2c(c(OC)c1OCC)C(=O)N[C@@H]1[C@@H](O)[C@@H](O)[C@H](O)C[C@@H]21,96.3,100.6,102.4,107.3,105.3,99.8,98.4,109.7
O=C1NC(SCc2ccccc2)=N/C1=C/c1cccc(OCc2ccc(Cl)cc2)c1,86.4,99.5,100.9,96.5,99.1,100.0,84.5,100.2
Cn1cc(-c2nc(-c3c[nH]c4ncccc34)cs2)c2ccccc21,29.1,82.9,94.2,36.5,104.6,103.4,nt,87.0

# 4 entries from above, reformatted.
structure | T-47D | BT-549 | SK-MEL-5 | MDA-MB-435 | SK-MEL-28 | HS 578T | LOX IMVI | SK-MEL-2
COc1ccccc1\C=N/N=C(N)/C(N)=N\N=C/c1ccccc1OC | 113.5 | 97.4 | nt | 97.0 | 107.9 | 122.2 | 107.8 | 113.8
O=c1[nH]cnn1-c1ccccc1 | nt | 102.7 | 112.3 | 107.7 | 101.0 | 108.2 | nt | 99.4
Brc1c(-c2ccncc2)nc2sccn12 | 104.1 | 95.2 | 96.8 | 97.3 | 135.0 | 90.9 | 97.1 | 86.3
CCCCOc1nc2cc(Cl)ccc2cc1-c1cc(-c2ccc(F)cc2)nc(-c2ccc(F)cc2)c1 | 92.8 | 101.1 | 103.5 | 103.6 | 100.5 | 101.9 | 97.3 | 121.6
